Screening data as filed in PubChem BioAssay.
LYP act – LYP phosphatase activators, primary screen, biochemical, DiFMUP fluorescence, 2 µM. activation, % at 2 µM. recombinant LYP; 0 = plate median, 100 = signal doubled. Tyrosine-protein phosphatase non-receptor type 22 (Homo sapiens), Q9Y2R2. AID 697, 2007. actives 0.11% (n = 96,000);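 active = activation at 2 µM above a set limit, the mean plus 5 SD, cut at about 37% in these data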
DAT uptake mod – changed hDAT dopamine uptake under cocaine IC80, either direction, primary screen, cocaine antagonist project, cell-based, LLC-PK1 hDAT, [14C]-dopamine uptake, MLSMR; Sodium-dependent dopamine transporter (Homo sapiens), Q01959; actives 1.3% (n = 110,000); LLC-PK1 hDAT cells, [14C]-dopamine uptake with cocaine IC80; actives deviate in either direction; B-score at 10 µM;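 active = Z score or B-score, a plate-position-corrected score, falls beyond the plate's 99.7% confidence bounds, in either direction; inactive = both scores lie inside the 99.7% bounds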;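 note: scored against the spread of the other compound wells on the same plate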
Target sequence (Q01959 whole entry, looked up): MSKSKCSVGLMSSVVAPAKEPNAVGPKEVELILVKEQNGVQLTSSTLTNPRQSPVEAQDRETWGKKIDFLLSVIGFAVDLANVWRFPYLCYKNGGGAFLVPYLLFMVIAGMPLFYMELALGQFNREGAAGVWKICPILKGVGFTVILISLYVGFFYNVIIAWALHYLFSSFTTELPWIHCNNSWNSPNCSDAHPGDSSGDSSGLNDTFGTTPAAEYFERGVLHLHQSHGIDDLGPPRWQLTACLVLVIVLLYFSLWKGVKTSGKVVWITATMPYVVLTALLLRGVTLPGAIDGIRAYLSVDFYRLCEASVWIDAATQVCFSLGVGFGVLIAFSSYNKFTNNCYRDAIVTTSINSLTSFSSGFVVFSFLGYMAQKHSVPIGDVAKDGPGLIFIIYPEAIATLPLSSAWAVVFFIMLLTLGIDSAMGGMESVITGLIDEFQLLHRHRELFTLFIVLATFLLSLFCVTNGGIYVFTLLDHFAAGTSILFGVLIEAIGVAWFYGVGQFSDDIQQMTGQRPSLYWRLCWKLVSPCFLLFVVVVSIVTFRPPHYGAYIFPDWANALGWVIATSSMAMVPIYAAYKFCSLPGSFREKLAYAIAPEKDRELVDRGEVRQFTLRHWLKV
PTPN22 inh 2 – PTPN22 phosphatase inhibitors, primary screen, biochemical, DiFMUP fluorescence, 2 µM; Tyrosine-protein phosphatase non-receptor type 22 (Homo sapiens), Q9Y2R2; recombinant LYP catalytic domain; inhibition, % at 2 µM; actives 0.21% (n = 96,000);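 active = inhibition at 2 µM at or above a set limit, the screen mean plus 3 SD, cut at about 24% in these data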;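 note: 0% = DMSO with enzyme and 100% = enzyme fully blocked by orthovanadate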
PostGolgi yeast – phenotypic screen on post-Golgi transport, primary screen | post-Golgi transport phenotypic cell assay | actives 0.9% (n = 98,000) | inhibition, % at 10 µM | AID 739, 2007;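 note: yeast cells grown in 1536-well plates; yeast grown about 18 h at 30C before absorbance read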
PTK2B oligo ant – antagonists of Pyk2 self-association, primary screen, Q293 cells, FERM NanoBiT luminescence, HTS | Protein-tyrosine kinase 2-beta (Homo sapiens), Q14289 | hits give low values | z-score (the deposit names both 25 µM and 10 µM) | actives 0.83% (n = 99,000) | AID 1347419, 2020;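 active = Z-score of -3 or lower, scaled per plate to the spread of control and sample wells; inactive = z-score above -3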;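 note: negative z-score means lost luminescence so less FERM oligomerization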
PostGolgi ctrl – growth inhibition of yeast control strain, primary screen, counter-screen for post-Golgi transport modulator project; efflux-deficient yeast background strain, growth absorbance A615, 16 h; AID 738, 2007; actives 5% (n = 98,000); inhibition, % at 10 µM
CYP2C9 inh – blockers of cytochrome P450 2C9 activity – biochemical, luminescence, ADME assay, primary screen. CYP2C9 Supersomes, luciferin-H conversion. P11712. inhibition, % at 5 µM. actives 20% (n = 96,000). AID 777, 2007;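 active = blocking of liver enzyme CYP2C9 beyond about 50% at 5 µM, limit read from the data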; note: values of inactives mirror those of a sister screen read the other way
Ecoli WT expand – growth inhibitors of wild-type E. coli, primary screen, strain BW25113, expanded library, OD600; growth inhibition, % at 100 µM; actives 0.15% (n = 98,000); OD600 absorbance;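 active = growth inhibition above about 50% at one test dose, limit read from the data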;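 note: growth measured after 20 h incubation at 37 °C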
CYP2C9 activ – human CYP2C9 activators, primary screen, biochemical, luminescence; actives 1.4% (n = 96,000); recombinant CYP2C9, luciferin-H conversion; hits give high values; factor 1 = untreated enzyme, 0 = blocked; activation factor at 5 µM; Cytochrome P450 2C9 (Homo sapiens), P11712; AID 1024, 2008;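 active = activation factor of 2 or more for CYP2C9 at a 5 µM dose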;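 note: 0 = sulfaphenazole-blocked wells and 1 = vehicle-only wells; values of inactives mirror those of a sister screen read the other way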
An asterisk follows results filed as active; · = no result given; & = joins results of further samples. Cut-off read from the data, not from the text of the source, unless noted: active = inhibition above about 30%; inactive = the rest.

SMILES	LYP act	DAT uptake mod	PTPN22 inh 2	PostGolgi yeast	PTK2B oligo ant	PostGolgi ctrl	CYP2C9 inh	Ecoli WT expand	CYP2C9 activ
CCc1ccc(CNCCNCC(C)O)cc1 (centres undefined)	9	-1.9	-5	0	0.31	6	2	5	1
FC(F)(F)c1cc(-c2cccs2)nc(-n2cc(Cl)cn2)n1	9	-1.2	-9	-1	-0.73	16	29	-8	0.7
CCC1CCc2c(sc(N)c2C(N)=O)C1 (centres undefined)	-12	0.3	11	·	-0.09	·	·	·	·
O=C(Nc1ccc(F)cc1)NC1CCN(Cc2nnnn2Cc2ccco2)CC1	3	0.0053	0	-2	0.2	-1	·	0	·
COc1ccc(S(=O)(=O)N2CCN(C(=O)c3ccco3)CC2)cc1OC	4	-0.23	-4	-14	0.59	24	-6	3	1.1
O=C(CCCOc1ccc(Cl)cc1Cl)N1CCN(c2ccccn2)CC1	·	1.7	·	-8	-0.48	52*	43	-11	0.6
C1CCN(c2c3c(nc4nnnn24)CCCC3)CC1	-12	-0.54	14	9	0.88	10	0	8	1
Nc1cc(-c2ccc(Cl)cc2)nn1S(=O)(=O)c1ccc(Cl)cc1	-2	1.6	2	0	·	9	25	-1	0.8
O=C(CN(Cc1ccccc1)C(=O)c1ccco1)NCc1ccc(F)cc1	-4	-0.04	2	-16	-0.25	1	44	-2	0.6
CC(=O)Oc1cc2c(C(=O)NCCCN3CCOCC3)c(C)oc2c2ccccc12	5	-0.7	-6	2	-0.43	25	11	1	0.9
CCN(CC)S(=O)(=O)c1ccc2nnn(OCC(=O)Nc3cccc(C#N)c3)c2c1	-4	0.33	1	-1	-1.8	3	97*	-2	0
O=C(NC1CCCCC1NC(=O)c1ccco1)c1ccco1 (centres undefined)	9	-0.59	-13	2	0.76	3	4	4	1
COc1ccc(NC(=O)c2cccc(N3C(=O)NC4CC3(C)Oc3ccccc34)c2)cc1 (centres undefined)	1	1.5	-2	-5	-0.38	7	90*	1	0.1
CC(C)(C)C(=O)OCCn1c(=O)c2cc3c(=O)n(CCOC(=O)C(C)(C)C)c(=O)c3cc2c1=O	11	-1.3	-14	-3	0.15	-4	6	-5	0.9
Cc1ccc(C(=O)Nc2ccccc2-c2ccccc2)o1	-4	-0.051	3	6	0.95	35*	38	5	0.6
c1csc(-c2ncc3ccccn23)c1	6	0.98	-1	-9	-0.09	0	-10	12	1.1
Cc1ncc(CSc2nc3ccccc3[nH]2)c(N)n1	12	0.36	-14	1	0.73	-6	-10	13	1.1
COc1ccc2c(c1)CCc1c(C(=O)NCCc3ccc(OC)c(OC)c3)noc1-2	1	-0.32	-3	-3	-0.37	-4	54*	-23	0.5
N#Cc1ccsc1NC(=O)COc1ccc(-c2nnco2)cc1	·	-0.94	·	·	0.43	·	95*	·	0
COc1ccccc1N1CCN(c2nc3ccccc3nc2C(C#N)C(=O)OC(C)C)CC1 (centres undefined)	-1	0.058	-1	-2	-1.3	6	66*	-21	0.3
CC(=O)c1cc(C#N)c(SCC(=O)OC(C)C)nc1C	9	0.093	-12	-2	0.42	-1	24	4	0.8
COc1ccc(C2N(c3cc(Cl)ccc3OC)C(=O)C3CCCN32)cc1OC (centres undefined)	2	-0.42	-5	0	·	8	-96	1	2*
CC1CCCCN1C(=O)COc1ccc(NC(=O)c2ccco2)cc1 (centres undefined)	1	0.42	-3	-9	0.8	-2	19	-9	0.8
O=C(COc1ncnc2ccccc12)NC(=O)NCc1ccccc1	2	1.3	-4	9	1.2	3	·	4	·
CCOC(=O)c1cnc(SCC(=O)Nc2cc(C(F)(F)F)ccc2N2CCOCC2)nc1N	1	-0.61	-4	-11	-0.17	-12	5	-2	1
O=C(c1ccccc1)c1cccc(NC(=O)c2ccc(Br)o2)c1	1	-9.7*	1	0	-2.4	-10	95*	-17	0.1
Cc1ccnc(NC(=O)CCc2c(C)nc3ncnn3c2C)c1	4	-0.052	-6	1	0.95	11	10	2	0.9
O=S(=O)(c1cnc[nH]1)N1CCCCCC1	·	0.17	·	3	-0.94	2	23	4	0.8
Cc1nc2ccc(C(=O)O)cc2c2c1CC(C)S2 (centres undefined)	-1	0.056	1	11	-0.18	3	-10	2	1.1
O=C(Nc1ccccc1)OCCOc1ccccc1	-8	0.017	7	8	0.24	3	29	7	0.7
CCN1C(=O)c2cccc3c(S(=O)(=O)Nc4nc(C)cs4)ccc1c23	-9	0.02	8	7	-0.28	6	93*	1	0.1
COC(=O)NCc1ccc(Cl)c(Cl)c1	·	0.12	·	1	0.03	-4	3	7	1
CCN(CC)S(=O)(=O)c1ccc(NC(=O)CSc2cccc[n+]2[O-])cc1	10	-0.74	-8	-1	0.79	2	32	10	0.7
CN(C)CCNCc1ccccc1OC1CCCC1	15	0.25	-12	2	0.89	0	-17	11	1.2
CC(C#N)Sc1nc2ccccc2c(=O)n1-c1ccccc1 (centres undefined)	·	0.019	·	0	-0.9	3	33	-7	0.7
Cc1[nH]c(=S)c(C#N)c(C)c1C(=O)Nc1ccccc1	-9	1.7	5	-5	1.1	2	5	3	0.9
N#CCN1CCN(CC(=O)Nc2cccc3ccccc23)CC1	-2	0.012	2	0	0.44	-1	-5	-1	1
CNc1cnn(-c2ccc(C)cc2)c(=O)c1Cl	-4	-0.52	8	-2	0.34	9	-7	-1	1.1
Cc1ccc(C2=N/C(=C\c3cccs3)C(=O)N2Nc2ccccc2)cc1	-7	0.012	11	11	-1.6	32*	16	-11	0.8
C=CCn1c(SCc2csc(C)n2)nc2scc(-c3ccc(C)o3)c2c1=O	-8	2.1	4	4	-0.44	-2	48	-16	0.5
Cc1nn(CC(=O)Nc2ccc3c(c2)nc(CN2CCCC2)n3C)c(=O)c2ccccc12	5	0.024	-2	2	-0.4	6	20	4	0.8
c1ccc(CSc2nnc(-c3sccc3-n3cccc3)o2)cc1	-7	-0.18	10	-1	-2.5	1	-9	-10	1.1
CC1CCC2(CC1)C(Nc1cccc(Cl)c1)=NC(=S)N2CC#N (centres undefined)	-8	0.0059	4	·	-2.1	·	·	·	·
CC(=O)Oc1cccc(N2C(=O)C3C4C=CC(C4)C3C2=O)c1 (centres undefined)	-4	-0.51	2	19	0.05	13	8	5	0.9
Cc1ccc(C)c(N2CCN(C(=O)CN(C)S(=O)(=O)c3ccc4c(c3)CCC(=O)N4)CC2)c1	2	0.98&0.91	-3	11	·	1	82*	4	0.2
Cc1nn(CC(=O)Nc2ccc3c(c2)oc2ccccc23)c(=O)c2ccccc12	0	·	-1	5	-0.96	17	1	-4	1
COc1ccc(CNc2nc3c(c(=O)n(Cc4ccc(Cl)cc4)c(=O)n3C)n2C)cc1	-4	0.00076	3	6	-2.5	29	13	-9	0.9
COCCN(C(=O)C1CC1)c1nnc(-c2cccc(C)c2)s1	-4	0.8	3	7	-1.3	5	80*	-8	0.2
COc1cc(OC)c(-c2nc3cnccc3n2C)cc1OC	-10	-0.17	9	-4	0.42	9	35	7	0.6
COc1ccc(NS(=O)(=O)c2ccc(-n3nnc4ccccc43)c([N+](=O)[O-])c2)cc1	2	-0.18	-1	-1	-1.6	10	93*	2	0.1
COc1cccc(NC(=O)CCc2nc(-c3ccccc3F)no2)c1	-2	-1.4	2	-13	1.3	0	60*	7	0.4
CC1CCCCC1NC(=O)C1CCN(S(=O)(=O)c2ccc(-n3cnnn3)cc2)CC1 (centres undefined)	-3	0.73	2	-4	-0.4	-5	5	-1	0.9
Cc1cccc(NS(=O)(=O)c2cc(OCC(N)=O)c(C)cc2Cl)c1	-5	0.33	4	·	-1.3	·	·	·	·
O=C1CCC(=O)N1CNc1ccccn1	7	-0.37	-10	12	0.58	1	-18	-6	1.2
Nc1ccc(C2(c3ccc(N)cc3)C(=O)Nc3ccccc32)cc1	12	0.39	-8	-8	-0.03	5	5	7	0.9
CCC(Oc1ccc(C)c(C)c1)C(=O)O (centres undefined)	-1	-0.33	3	5	0.51	-2	2	5	1
CCn1c(SCc2nc3ccccc3[nH]2)nnc1-c1ccncc1	-18	0.008	16	1	1.3	10	20	0	0.8
COc1cc2c3c(c1)C1(C(=O)N3C(C)(C)C=C2C)C(C#N)=C(N)Oc2cc(C)oc(=O)c21 (centres undefined)	-4	-0.34	4	13	-1.4	23	27	-6	0.7
Clc1ccc(C2=Nn3c(nnc3-c3cccnc3)SC2)s1	9	-0.6	-10	2	0.77	15	20	-6	0.8
CN(C)c1ccc(-c2n(C)c3ccccc3[n+]2C)cc1	-3	-1.1	2	7	0.41	-2	-9	-3	1.1
COC(=O)c1cc(=O)nc2sc3ccccc3n12	0	-0.39	2	-6	0.1	5	81*	8	0.2
Nc1nnc(SCCOc2cccc(Br)c2)s1	14	-1.2	-12	9	-1.4	2	46	10	0.5
Cc1cccc(NS(=O)(=O)c2cc(C(=O)N3CCN(C)CC3)ccc2C)c1	-9	0.82	12	-4	0.5	32*	20	10	0.8
